tim10-1 inh: inhibits growth of tim10-1 mutant yeast | S. cerevisiae tim10-1 ts strain growth, BacTiter-Glo, 24 h | inhibition, % at 20 µM | 2.2% of 330,000 active;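 active means inhibition of at least 40%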;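 further: mutant grown at 25 °C; 0% = DMSO wells with yeast and 100% = wells holding no yeast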
Mdm2 MdmX PPI: disrupts the human Mdm2-MdmX interaction | O15151+Q00987 | AID 485346 | 3% of 330,000 active | inhibition, % at 8 µM | SaOS-2 split-luciferase Mdm2/MdmX complementation, luminescence;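 active means inhibition of at least 50% at 8 µM in the primary screen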
Target sequence (O15151 whole entry, looked up): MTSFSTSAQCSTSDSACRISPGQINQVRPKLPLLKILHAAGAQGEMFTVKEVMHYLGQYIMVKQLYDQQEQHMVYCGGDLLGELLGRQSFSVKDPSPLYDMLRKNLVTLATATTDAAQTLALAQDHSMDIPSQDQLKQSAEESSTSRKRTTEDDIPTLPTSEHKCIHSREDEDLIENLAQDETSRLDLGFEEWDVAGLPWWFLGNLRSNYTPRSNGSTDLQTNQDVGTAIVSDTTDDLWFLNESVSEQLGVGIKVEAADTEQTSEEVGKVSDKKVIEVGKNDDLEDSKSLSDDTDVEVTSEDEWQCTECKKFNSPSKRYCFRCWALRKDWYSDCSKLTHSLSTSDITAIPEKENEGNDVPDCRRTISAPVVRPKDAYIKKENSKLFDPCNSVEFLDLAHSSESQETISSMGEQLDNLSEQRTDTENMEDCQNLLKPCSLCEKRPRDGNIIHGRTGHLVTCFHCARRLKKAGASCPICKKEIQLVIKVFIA
Target sequence (Q00987 whole entry, looked up): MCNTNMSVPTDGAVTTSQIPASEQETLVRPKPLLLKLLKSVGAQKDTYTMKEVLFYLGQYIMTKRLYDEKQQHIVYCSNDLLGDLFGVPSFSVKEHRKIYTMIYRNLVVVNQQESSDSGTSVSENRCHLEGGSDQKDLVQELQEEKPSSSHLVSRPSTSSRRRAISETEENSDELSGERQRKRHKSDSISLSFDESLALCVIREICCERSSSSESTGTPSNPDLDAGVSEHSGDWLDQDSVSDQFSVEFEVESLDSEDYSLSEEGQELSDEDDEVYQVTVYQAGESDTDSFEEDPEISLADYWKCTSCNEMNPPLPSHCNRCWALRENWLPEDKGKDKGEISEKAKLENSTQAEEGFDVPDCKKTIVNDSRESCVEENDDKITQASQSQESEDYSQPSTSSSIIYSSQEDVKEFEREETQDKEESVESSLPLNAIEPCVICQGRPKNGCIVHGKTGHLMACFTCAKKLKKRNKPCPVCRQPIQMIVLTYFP
NLRP3 yeast inh: inhibitors of NALP3 inflammasome in yeast; inhibition, % at 10 µM; 0.39% of 330,000 active; Yeast reconstituted NLRP3/ASC/caspase-1, beta-gal luminescence, 24 h; AID 2825;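 active means inhibition of 50% or more; inactive means inhibition below 50%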;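 further: plate controls were induced DMSO wells for no effect and uninduced yeast grown without galactose for full effect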
tim23-1 inh: inhibits growth of tim23-1 mutant yeast; S. cerevisiae tim23-1 growth, BacTiter-Glo luminescence, 24 h; inhibition, % at 20 µM; 1.3% of 330,000 active; AID 463212;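 active means growth inhibition of the mutant yeast at or above 50%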;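 further: temperature-sensitive mutant grown at 25 °C; plate controls were DMSO-treated mutant yeast for no effect and medium wells lacking yeast for full effect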
NR3A LBD binder: modulators (binders) of human NR3A ligand-binding domain. NR3A LBD differential scanning fluorimetry, Tm shift; 0% = protein alone, 100% = glycine-bound protein. Tm shift relative to glycine control, % at 25 µM. 2.5% of 340,000 active. AID 1259313;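 active means melting temperature shift of at least 10% of the positive control shift, at one fixed dose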
CHOP UPR activ: apoptotic UPR (CHOP) activation. activation, % at 10 µM. 0.34% of 330,000 active. CHO-CHOP luciferase reporter, luminescence; percent of tunicamycin response over DMSO baseline;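 active means at 10 µM dose, activation of 40% or more, normalized to positive control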;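 further: 100% = tunicamycin at 10 µg/mL and 0% = DMSO alone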
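Test system: CHO CHOP reporter cells. Input: 500 CHO-CHOP cells per well. Medium: F12 with 10% FBS. Technique: luciferase luminescence. Measure: percent activation relative to tunicamycin control. Dosing: 10 µM compound, 0.5% DMSO. Timing: 16-18 h cell attachment, then 6 h compound exposure, 37 °C.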
TIM10 inh: TIM10 yeast growth inhibition; 1.4% of 330,000 active; AID 463195; inhibition, % at 10 µM; S. cerevisiae TIM10 strain growth, BacTiter-Glo luminescence, 24 h;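 active means inhibition of 40% or more at the single tested concentration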;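 further: wild-type TIM10 isogenic control strain grown at permissive 25 °C; 0% = DMSO yeast wells and 100% = minimal medium wells without yeast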
XBP1 UPR activ: activators of adaptive arm of unfolded protein response (XBP1) | AID 463104 | CHO-XBP1 luciferase reporter, IRE1-XBP1 UPR activation, luminescence; percent of tunicamycin response, DMSO as zero | activation, % at 20 µM | 0.33% of 330,000 active;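 active means versus positive control, 20 µM dose yields 30% or more activation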;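 further: 100% = tunicamycin at 10 µg/mL and 0% = DMSO only wells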
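Material: CHO cell line with stable XBP1 luciferase reporter; schedule: 16-18 h cell attachment at 37 °C, then 6 h compound exposure; signal: glow luminescence from Steady-Glo reagent; medium: serum-containing F12 medium, 10% FBS; benchmarks: tunicamycin 10 µg/mL and vehicle-only wells; read-out: percent activation relative to tunicamycin reference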
APJ agonist: agonists of human APJ apelin receptor | P35414 | CHO-K1 APJ PathHunter beta-arrestin, luminescence; 0% DMSO wells, 100% apelin | activation, % at 20 µM | 0.11% of 330,000 active;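 active means activation more than six SD over the plate average, tested at 20 µM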;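 further: 0% = DMSO alone and 100% = apelin-13 at 10 nM; some results filed as inactive read as strong as hits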
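Test system: CHO-K1 APJ beta-arrestin complementation cell line | Compound: Single test compound dose, 20 µM final, 1% DMSO | Incubation: Compound 90 min 25 °C, reagent 1 h | Measured by: beta-gal luminescence | Read-out basis: APJ–arrestin association signal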
Numbers without * were called inactive; / = not tested or not shown. Outcome played no part in choosing rows; any-hit rate near 8.2%.

smiles	tim10-1 inh	Mdm2 MdmX PPI	NLRP3 yeast inh	XBP1 UPR activ	NR3A LBD binder	TIM10 inh	APJ agonist	CHOP UPR activ	tim23-1 inh
CN(C)c1ccc(NC(=O)CSc2nnc(-c3ccco3)c(-c3ccco3)n2)cc1	-11	5	26	-3	0	-14	5	1.6	-16
O=C1C(C=NCCCN2CCCC2=O)=C(O)c2ccccc21	11	-3	8	4	1	-11	-4	2.0	-10
O=C(CCc1ccc(S(=O)(=O)N2CCOCC2)cc1)N1CCc2ccccc2C1	20	4	13	-2	-3	15	0	1.2	20
CC(=O)Nc1nc(=S)ss1	-11	-9	15	2	0	-3	-6	0.1	-1
O=C(O)c1cc(NC(=O)c2cccc(N3C(=O)c4ccccc4C3=O)c2)cc(C(=O)O)c1	-12	-3	12	-1	0	3	-1	1.2	5
CCC(C)Sc1ccc(-c2nc3cnccn3c2NC2CCCCC2)cc1 (stereo unspecified)	22	15	21	8	-7	16	-6	1.7	25
Cc1cc(C)n(S(=O)(=O)c2ccc3oc(=O)ccc3c2)n1	8	21	-1	-1	0	3	0	-1.6	23
CCOc1cc(CNCc2ccncc2)cc(Br)c1OCc1ccccc1F	10	-20	22	-1	5	24	0	-1.6	-2
O=C(c1nnc(-c2ccccc2)o1)C1CC1	3	-19	-9	4	0	-4	-2	2.7	10
COc1ccccc1N1CCN(C(=O)CSc2nc(-c3ccccc3)cc(=O)[nH]2)CC1	12	4	13	-1	2	13	-7	-3.0	13
Cc1ccccc1NC(=O)C1CC(=O)n2ncnc2N1 (stereo unspecified)	9	13	1	1	-1	13	0	1.9	12
O=C(Cc1ccccc1)N/N=C/c1cc(Br)cs1	-18	-11	5	0	0	8	-2	4.3	2
CC(=O)c1cccc(S(=O)(=O)NC(C)C2CC3CCC2C3)c1 (stereo unspecified)	25	15	6	-2	-2	2	1	0.8	33
C=CCNC(=O)COC(=O)c1ccc(C)c(NC(=O)c2ccco2)c1	0	6	18	4	-5	-4	-3	-0.5	-2
CC(C)CNS(=O)(=O)c1ccc(CCC(=O)NCC2CCCO2)cc1 (stereo unspecified)	3	-26	11	-1	-1	-7	1	-1.6	11
O=C(c1cccc(S(=O)(=O)NCc2ccccc2)c1)N1CCN(c2ccc(F)cc2)CC1	13	-11	13	-3	2	16	-4	-1.1	29
COc1ccc(S(=O)(=O)N2CCCC2CNC(=O)C(=O)NCc2ccco2)cc1 (stereo unspecified)	24	5	11	-2	-3	7	-4	-0.2	12
Cc1cc(=O)[nH]c(N/N=C/c2ccc([N+](=O)[O-])cc2)n1	6	-35	-10	-3	/	-2	1	-1.2	-6
Cc1sc(NC(=O)c2ccco2)nc1-c1ccc2c(c1)CC(C)N2C(=O)C1CC1 (stereo unspecified)	28	85*	-6	4	-6	20	-1	7.1	32
COCC(C)N1C(=O)Cc2c1nc(N)c1c(N)nc(N3CCN(c4ccccc4F)CC3)c(C#N)c21 (stereo unspecified)	24	8	13	2	1	17	0	4.8	22
c1ccc2c(c1)nc1n2CN(Cc2ccc3c(c2)OCO3)CN1	1	-15	35	1	5	-29	-4	-1.5	-2
O=C(C1CC(=O)N(C2CCCC2)C1)N1CCN(c2cccc(Cl)c2)CC1 (stereo unspecified)	21	11	5	-3	0	11	10	0.3	25
Cc1cc(C(=O)CS(=O)(=O)c2ccccc2)cc(C)c1O	-6	4	6	8	1	-7	-2	3.5	1
CC(C)(C)NC(=O)C(=O)NCCC1=CCCCC1	12	4	12	1	-1	15	-3	1.2	9
Nc1cc(Nc2ccccc2)ccn1	-4	18	18	-4	0	5	8	2.1	-2
CC1=CC(C)(C)N=C(Nc2ccc(C)cc2)S1	-3	-10	33	4	-6	-1	-4	1.1	8
COC(=O)c1ccccc1NC(=O)CSc1nnc(Cc2ccc(Cl)cc2)o1	18	-2	14	2	1	-42	2	-0.2	16
COc1cccc(N(CC(=O)O)S(=O)(=O)c2ccccc2)c1	14	-22	8	-1	2	14	3	0.8	11
CC1CCCCC1NC(=O)CN1C(=O)NC(Cc2ccccc2)(Cc2ccccc2)C1=O (stereo unspecified)	13	-1	1	0	-3	-3	-1	-0.2	9
CC1(C)Cc2cccc(C(=O)NCc3ccco3)c2O1	18	-17	10	2	-3	18	3	0.3	16

smiles	tim10-1 inh	Mdm2 MdmX PPI	NLRP3 yeast inh	XBP1 UPR activ	NR3A LBD binder	TIM10 inh	APJ agonist	CHOP UPR activ	tim23-1 inh
Cc1cccnc1NC(=S)Nc1ccc(F)cc1F	0	-2	34	-3	-2	20	-5	4.4	34
Cn1c(SCC(=O)NCCc2ccccc2)ncc(C(=O)Nc2ccc(F)cc2)c1=O	6	10	15	-2	1	-1	-6	1.9	7
CCn1c(SCC(=O)NC2CCS(=O)(=O)C2)nnc1-c1ccccc1 (stereo unspecified)	3	21	3	1	0	-24	1	1.5	2
Cc1ccc(S(=O)(=O)N2CCC(C(=O)NCCCN3CCOCC3)CC2)cc1	-18	12	11	0	2	-5	-4	1.9	-13
CCOc1ccc(CCNC(=O)C2CSC3(C)CCC(=O)N23)cc1OCC (stereo unspecified)	-2	2	7	-6	0	3	5	-0.5	-5
O=C(COC(=O)c1c(F)cccc1Cl)NCC1CCCCC1	-11	-9	20	-1	2	-25	-1	0.9	16
COCC(=O)OCC(=O)Nc1ccc(Cl)cc1[N+](=O)[O-]	16	-15	13	-1	1	10	5	-2.0	32
CC(C)N1CCc2c(sc(NC(=O)c3ccc4ccccc4c3)c2C(N)=O)C1	13	41	10	1	-5	19	-4	4.6	40
CCOC(CNC(=O)C(=O)Nc1cc2c3c(c1)CCC(=O)N3CCC2)OCC	-1	3	-2	-2	-1	5	0	0.1	8
Cc1occc1C(=O)N1CCN(Cc2ccccc2)CC1	-13	7	14	-1	0	-9	3	-1.7	9
CC(=C/c1ccco1)/C=N/NC(=O)CSc1nnc(SCc2ccc(C)cc2)s1	5	-31	8	-3	1	-6	0	3.6	12
C/C(=N\NC(=S)NCc1ccccc1)c1ccc2ccccc2c1	39	-25	27	1	-7	54*	4	0.3	44
C/C=C\C(=O)Nc1cccc(C2=NOC3(C2)C[C@@H](C(N)=O)N(C(=O)c2ccc(Cl)cc2)C3)c1 (stereo partly specified)	-16	13	9	-1	0	2	11	-1.1	-2
O=C(NC(=S)N1CCCCCC1)c1cccc([N+](=O)[O-])c1	15	28	18	3	4	8	-6	-1.1	26
Cc1cc(Br)cc(Cl)c1OCC(=O)N1CCN(C(=O)c2ccco2)CC1	6	15	9	2	-2	2	-5	0.1	21
Cc1ccc(NC(=O)CSc2ncnc3ccccc23)cc1S(=O)(=O)N1CCCCC1	2	41	23	-2	-11	4	5	0.2	12
C/C(=N/OC(=O)C1CC12CCC2)c1ccc(Br)cc1 (stereo unspecified)	31	-9	-37	4	2	26	-1	3.7	24
c1ccc(Cn2c(SCCN3CCOCC3)nnc2-c2cccnc2)cc1	10	-2	21	2	-1	8	-2	-0.2	11
CN(C)c1ccc(/C=N/N=C/c2ccccc2O)cc1	7	-11	32	-4	2	6	-1	-4.9	10
O=S(=O)(Nc1ccc(O)c2ccccc12)c1ccc(Br)cc1	32	44	5	4	/	25	-1	25	39
COc1ccccc1NC(=O)/C(C#N)=C/c1cccn1C	7	24	13	5	-2	2	-1	2.9	2
COc1ccccc1-n1c(CNC(=O)c2cccs2)n[nH]c1=S	-4	14	5	-2	-1	0	1	1.7	4
CCOC(=O)CC(=O)CSc1nc2c(cc1C#N)CCC2	-8	4	7	0	-3	-12	6	0.0	6
Cc1ccc(C(=O)OCC(=O)NCc2ccco2)s1	13	4	10	1	-1	0	-2	3.3	-1
C=CCn1c(SCc2c(C)noc2C)nc2sc3c(c2c1=O)CCCC3	19	52*	-2	0	-1	26	2	-0.5	16
COC(=O)c1nc(C(=O)OC)c(C(=O)OC)nc1C(=O)OC	9	0	15	-4	1	-8	0	1.3	9
c1ccc(-n2nnnc2Oc2ccc(-n3ccnc3)cc2)cc1	8	-26	35	1	-1	8	2	1.3	-2
COc1ccc(NC(=O)NNC(=O)c2cc3occc3n2C)c(OC)c1	7	22	10	-4	3	18	-6	-1.2	14
Cc1c(Cl)cccc1NC(=O)C1COc2ccccc2O1 (stereo unspecified)	3	-10	25	0	1	-10	2	-0.9	14
Cc1ccc(NC(=O)C(C)OC(=O)Cc2c[nH]c3ccccc23)cc1S(=O)(=O)N1CCOCC1 (stereo unspecified)	13	10	14	-4	-2	-8	2	-0.6	12
Oc1[nH]c2ccccc2c1C=Nc1ccc2c(c1)OCO2	28	-204	36	1	-17	13	-1	6.3	40
O=C1Nc2ccccc2SC(c2ccccc2)C1O (stereo unspecified)	9	-5	1	2	1	4	-3	0.8	1

Nothing new here: entries from further up.
smiles	tim10-1 inh	Mdm2 MdmX PPI	NLRP3 yeast inh	XBP1 UPR activ	NR3A LBD binder	TIM10 inh	APJ agonist	CHOP UPR activ	tim23-1 inh
O=C(NC(=S)N1CCCCCC1)c1cccc([N+](=O)[O-])c1	15	28	18	3	4	8	-6	-1.1	26
Cc1cc(Br)cc(Cl)c1OCC(=O)N1CCN(C(=O)c2ccco2)CC1	6	15	9	2	-2	2	-5	0.1	21

Source: PubChem BioAssay
